# From PubChem BioAssay
# Rpn11 inh: inhibitors of human proteasome Rpn11; human 26S proteasome, Ub4-pepOG fluorescence polarization; 20S core pre-blocked with epoxomicin; calls only at 20 µM; 360,000 tested, 0.59% active; AID 588493;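 active means inhibition at 20 µM, scaled to each plate's controls, above about 33%, limit read from the data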
# NadD inh: inhibitors of Staphylococcus aureus NadD | purified NadD enzyme, colorimetric absorbance read-out | inhibition, % at 20 µM | 360,000 tested, 0.78% active | AID 602399; in the data active means inhibition above about 26%; further: some compounds past the cut are filed as inactive
# TbMetRS inhib: Trypanosoma brucei MetRS inhibition. purified T. brucei MetRS, ATP depletion, Kinase-Glo luminescence. inhibition, % at 11.9 µM. 360,000 tested, 0.4% active. AID 624268;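 active means inhibition above a per-plate cutoff of the control wells' mean inhibition plus 3 SD, cut at about 5.5% in these data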;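 further: 0% = DMSO wells median and 100% = median of wells with control inhibitor compound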
#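 Material: T. brucei methionyl-tRNA synthetase, purified; reagent: substrates ATP, L-methionine and bulk Escherichia coli tRNA; dosing: 11.9 µM single point; timing: 15 min plus 2 h at 25 °C; detection: luminescence of leftover ATP; evaluation: % inhibition; control set: DMSO-only wells as low control; replicates: singlicate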
# Scp1 inh: Scp-1 (human) phosphatase inhibition | Q9GZU7 | Recombinant Scp1, phosphopeptide, malachite green phosphate absorbance | inhibition, % at 20 µM | 340,000 tested, 0.88% active | AID 493091;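 active means inhibition above about 50% at 20 µM, limit read from the data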;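 further: plate controls were DMSO wells with enzyme for no effect and wells lacking enzyme for full effect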
# Target sequence (Q9GZU7 76-261 limits assumed): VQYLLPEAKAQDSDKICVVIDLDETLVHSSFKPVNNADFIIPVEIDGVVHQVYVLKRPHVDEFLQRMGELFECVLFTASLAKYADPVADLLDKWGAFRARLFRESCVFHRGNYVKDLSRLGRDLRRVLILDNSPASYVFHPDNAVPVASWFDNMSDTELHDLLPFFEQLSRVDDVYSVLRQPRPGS
#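 Test system – truncated SCP-1 phosphatase (76-261aa) · Reagent – Phosphorylated 17-residue peptide substrate · Incubation – 45 min room-temperature reaction, 5 min colour, 30 min stabiliser · Detection – colorimetric phosphate reagent with accelerator and stabiliser, absorbance at 630 nm · Measure – % inhibition at 20 µM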
# STEP inh: STEP (human) phosphatase inhibition. P54829. recombinant STEP, OMFP fluorogenic substrate, fluorescence. inhibition, % at 20 µM. 360,000 tested, 0.25% active. AID 588621;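 active means inhibition at 20 µM, scaled per plate between control wells, above about 37%, limit read from the data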;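 further: 0% = DMSO with enzyme and substrate and 100% = substrate only without enzyme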
#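 System: STEP (striatal-enriched tyrosine phosphatase) enzyme, cell-free; medium: Bis-Tris pH 6.0 buffer with DTT, detergent; dosing: 20 µM, 1% DMSO; times: reaction 20 min, ambient temperature; detection: fluorescence, 480/540 nm; read-out basis: normalized % inhibition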
# LMPTP inh: LMPTP (human) inhibition; P24666; recombinant LMPTP-A, OMFP fluorogenic substrate, fluorescence intensity; inhibition, % at 20 µM; 360,000 tested, 0.22% active; AID 651560;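 active means compounds that cut the enzyme signal by at least half of the control window in the single-dose screen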;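 further: plate controls were DMSO wells with enzyme plus substrate for no effect and substrate without enzyme for full effect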
# Target sequence (P24666 whole entry, looked up): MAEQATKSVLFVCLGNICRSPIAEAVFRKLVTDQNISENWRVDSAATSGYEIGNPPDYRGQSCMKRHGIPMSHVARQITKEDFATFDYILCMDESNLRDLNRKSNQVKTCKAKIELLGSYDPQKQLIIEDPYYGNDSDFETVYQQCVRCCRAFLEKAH
#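 Test system – LMPTP-A enzyme · Amount – LMPTP-A at 0.625 nM final in the reaction · Buffer or medium – Bis-Tris pH 6.0, DTT, detergent · Reagent – OMFP 400 µM · Doses – single 20 µM dose · Schedule – reaction 50 min, room temperature, dark · Detection – fluorescence intensity of OMFP turnover product · Evaluation – percent inhibition versus substrate-only and uninhibited controls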
# DNMT1 inh: inhibitors of human DNMT1. P26358. inhibition (reported as % activation of signal), % at 10 µM. DNMT1 molecular beacon, Hinp1I cleavage, fluorescence. AID 588458. 360,000 tested, 0.83% active; in the data active means inhibition above about 50%
# MLLE-PAM2 inh: blocks PAM2 peptide binding to the PABP1 MLLE domain; P11940; GST-MLLE / FITC-PAM2 fluorescence polarization; 360,000 tested, 0.36% active; inhibition, % at 20 µM; in the data active means inhibition above about 35%, passing the limit was not always enough;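 further: plate controls were DMSO wells with GST-MLLE for no effect and wells lacking GST-MLLE protein for full effect; some results filed as inactive read as strong as hits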
# Target sequence (P11940 whole entry, looked up, the tested form may be a part): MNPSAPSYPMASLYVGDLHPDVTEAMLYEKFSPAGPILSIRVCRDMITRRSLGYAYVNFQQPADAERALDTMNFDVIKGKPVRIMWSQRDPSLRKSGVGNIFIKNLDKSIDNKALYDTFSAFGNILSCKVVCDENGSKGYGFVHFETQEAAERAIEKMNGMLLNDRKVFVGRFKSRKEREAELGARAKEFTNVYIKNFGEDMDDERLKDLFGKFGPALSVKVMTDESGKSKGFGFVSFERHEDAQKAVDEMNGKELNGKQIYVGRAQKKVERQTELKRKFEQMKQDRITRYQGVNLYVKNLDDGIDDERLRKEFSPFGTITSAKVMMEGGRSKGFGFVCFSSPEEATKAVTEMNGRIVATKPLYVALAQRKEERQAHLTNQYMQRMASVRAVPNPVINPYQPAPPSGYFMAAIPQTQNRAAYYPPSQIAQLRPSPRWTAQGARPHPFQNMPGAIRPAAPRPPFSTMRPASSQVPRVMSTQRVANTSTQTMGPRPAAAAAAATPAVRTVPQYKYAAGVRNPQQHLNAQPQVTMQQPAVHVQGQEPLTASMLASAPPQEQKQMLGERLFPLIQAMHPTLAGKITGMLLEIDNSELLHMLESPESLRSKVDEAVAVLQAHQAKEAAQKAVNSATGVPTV
# CSN inh: blocks human CSN-mediated cullin deneddylation | Q92905 | Purified CSN, SCF-Nedd8-OG deneddylation, fluorescence polarization | inhibition, % at 12.5 µM | 360,000 tested, 0.38% active | AID 651999;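 active means pattern-corrected inhibition above about 35%, with an unprinted fluorescence ratio check between 0.5 and 1.5, limit read from the data, passing the limit was not always enough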;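 further: 0% = enzyme with substrate and 100% = substrate without enzyme; some results filed as inactive read as strong as hits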
#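 Schedule: reaction 90 min, room temperature / Assay system: HEK293T-derived human Csn5 enzyme / Input: Csn5 at 0.24 nM final / Measure: inhibition of Csn5 cleavage, % / Control set: substrate-only high control, full reaction low control / Technique: fluorescence polarization of the substrate / Buffer or medium: Tris/NaCl/DTT buffer, pH 7.5 / Reagent: SCFSkp2-Nedd8OG substrate at 10 nM final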
# SUMO1-SIM PPI: modulators of human SUMO1-mediated protein-protein interactions; P63165; SUMO1 binding to a labelled peptide, TR-FRET, 1 h; inhibition, % at 20 µM; 360,000 tested, 0.33% active; in the data active means inhibition above about 37%
# The depositor's hits bear a star; i = inactive; x = no result given.
no.	structure	Rpn11 inh	NadD inh	TbMetRS inhib	Scp1 inh	STEP inh
1	COc1cccc(/C=C/C(=O)c2ccc3c(c2)OCO3)c1OC	i	0	0.6	-4	-3
2	Cc1ccc(Cl)cc1N1CCN(CC(=O)Nc2ccc(CN3CCCCC3)cc2)CC1	i	-5	-0.5	-13	5
3	Cc1nccc(-c2cccc(NC(=O)Nc3ccc(Cl)cc3)c2)n1	i	-10	1.6	-5	0
4	O=C(Nc1cc(Cl)ccc1-n1cncn1)c1ccc([N+](=O)[O-])o1	i	8	-0.3	10	0
5	O=c1c(Cl)c2oc3ccccc3nc-2c2ccccc12	i	1	-0.7	-2	-3
6	C/C(=N/NS(=O)(=O)c1ccc(C)c(C)c1)c1ccncc1	i	2	-0.5	4	-1
7	COc1cc([N+](=O)[O-])ccc1NC(=O)CSc1nccn1C	i	-1	-0.2	-7	6
8	N/C(=N\OC(=O)COc1ccc2ccccc2c1)c1ccncc1	i	-9	-0.2	-6	4
9	O=C(COc1ccc(F)cc1Br)NCC1COc2ccccc2O1 (centres undefined)	i	-12	-0.3	-9	-2
10	COC(=O)c1ccccc1NC(=S)NC(=O)c1ccccc1	i	-1	-0.6	-11	-1

no.	LMPTP inh	DNMT1 inh	MLLE-PAM2 inh	CSN inh	SUMO1-SIM PPI
1	0.8	5	3	3	-11
2	1.1	-1	3	5	-2
3	1.6	2	9	-1	2
4	0.0	0	-13	5	-17
5	0.6	22	72	5	-16
6	-0.1	0	5	1	-8
7	-0.9	0	-10	-3	-22
8	1.0	1	-3	-7	-6
9	2.4	-5	-10	-4	1
10	-2.6	2	14	-5	-4

# Going on with the list.
no.	structure	Rpn11 inh	NadD inh	TbMetRS inhib	Scp1 inh	STEP inh
11	CCOC(=O)c1cc(CC)sc1NC(=O)COC(=O)c1cc[n+]([O-])cc1	i	-6	0.5	-2	1
12	COc1ccccc1N1C(=O)c2cccc3cccc(c23)C1=O	i	1	-0.7	-2	4
13	CCc1ccc(C(=O)Nc2cc3c(cc2Cl)OCCCO3)cc1	i	0	-0.9	-8	0
14	O=c1c2ccccc2nc2n1-c1ccccc1CCC2	i	-3	-0.2	-6	2
15	CCc1ccc(N=c2c([N+](=O)[O-])nn(-c3ccc4c(c3)OCCO4)n2O)cc1	i	3	-0.6	-5	-2
16	O=C(Nc1cccc(S(=O)(=O)N2CCCCC2)c1)C1CCCC1	i	-5	0.3	-5	4
17	Cc1nn(Cc2cccc(C(=O)Nc3ccn(Cc4ccccc4F)n3)c2)c(C)c1[N+](=O)[O-]	i	-8	-0.6	-4	0
18	O=C(NC1CCCC1)C(c1cccnc1)N(Cc1ccccc1)C(=O)c1csnn1 (centres undefined)	i	0	0.3	-1	0
19	CCN(CC)S(=O)(=O)c1ccc2c(c1)nc(SC(C)C(=O)NCC1CCCO1)n2CC (centres undefined)	i	-10	-0.3	-1	2
20	O=c1[nH]c(=S)[nH]cc1Oc1ccccc1	i	2	-0.2	-2	2

no.	LMPTP inh	DNMT1 inh	MLLE-PAM2 inh	CSN inh	SUMO1-SIM PPI
11	-0.1	1	17	-3	-4
12	-0.5	1	5	-2	-27
13	1.2	-2	9	0	-4
14	-1.4	0	3	-8	5
15	1.9	-9	13	-3	-26
16	0.1	-3	13	-2	-4
17	3.6	-6	12	2	0
18	-1.8	1	12	-6	0
19	-0.1	-1	-85	2	0
20	-1.5	-1	22	-2	-3

# (list continues)
no.	structure	Rpn11 inh	NadD inh	TbMetRS inhib	Scp1 inh	STEP inh
21	COc1ccc(/C=N/n2cnc3c([nH]c4ccc(F)cc43)c2=O)cc1CN1CCCC1	i	-1	-0.7	-16	6
22	C=CCNC(=O)c1ccc(CN(c2ccc(OCC)cc2)S(=O)(=O)c2ccc(C)cc2)cc1	i	-5	0.0	-5	0
23	Cc1c(NC(=O)COC(=O)c2ncc(Cl)c(Cl)c2Cl)c(=O)n(-c2ccccc2)n1C	i	0	-0.1	0	4
24	O=C(CCN1C(=O)C2CCCCC2C1=O)Nc1ccc(Br)cc1F (centres undefined)	i	2	-0.2	-1	1
25	CCc1cc(C(=O)N2CCN(c3ncccn3)CC2)sc1C	i	0	-0.2	-3	2
26	C[C@]12CC[C@@H]3c4ccc(O[C@@H]5O[C@H](C(=O)O)[C@@H](O)[C@H](O)[C@H]5O)cc4CC[C@H]3[C@@H]1C[C@@H](O)[C@@H]2O	i	-2	-0.4	-4	1
27	O=C(CN1C(=O)C2CC=CCC2C1=O)OCc1cc(=O)n2cc(Br)ccc2n1 (centres undefined)	i	-2	-0.8	12	2
28	O=C(Nc1ccc(-c2nc3ccccc3s2)c(OC(=O)c2ccccc2)c1)c1ccccc1	i	-3	0.1	0	0
29	CC(C)S(=O)(=O)N1CCCC(C(=O)c2cccc(Cl)c2)C1 (centres undefined)	i	-6	-0.1	-11	-2
30	CSc1nc(N(C)C)nc(N2CC(=O)N(CCNS(=O)(=O)c3ccc(C)cc3)C2=N)n1	i	1	-0.1	-5	-3

no.	LMPTP inh	DNMT1 inh	MLLE-PAM2 inh	CSN inh	SUMO1-SIM PPI
21	14	3	-6	85*	-9
22	4.6	-2	-14	2	-4
23	-0.5	3	8	2	5
24	1.1	-1	-9	8	0
25	1.1	1	14	7	4
26	-1.8	7	-6	-5	2
27	-0.6	5	12	0	-27
28	-1.6	4	4	2	-1
29	-0.4	-3	6	0	1
30	-0.5	7	-14	1	1

# Further structures.
no.	structure	Rpn11 inh	NadD inh	TbMetRS inhib	Scp1 inh	STEP inh
31	COc1ccc(OC)c(NC(=O)C2CCCC2)c1	i	-3	-0.7	-4	2
32	O=C(Oc1cccc([N+](=O)[O-])c1)c1cc(-c2ccccc2)nc2ccccc12	i	6	0.1	2	3
33	Cc1noc(C)c1COc1ccc(C(=O)N2CCN(c3ccccc3F)CC2)cc1	i	-7	-0.2	-3	0
34	CCn1ncc(Br)c1C(=O)Nc1cc([N+](=O)[O-])ccc1C	i	-11	0.4	-10	4
35	Cc1ccc(Sc2c(C=O)c3ccccc3n2C)cc1	i	6	0.0	-11	2
36	O=C1c2ccccc2C(=O)N1Cc1cc(-c2ccc(Cl)cc2)no1	i	0	-0.7	-2	-3
37	CC(C)(CO)NCC(O)COc1ccc2c(c1)CCC2 (centres undefined)	i	-4	-0.2	-2	2
38	CCCSc1ncc(Cl)c(C(=O)Nc2ccc(S(=O)(=O)Nc3ncccn3)cc2)n1	i	-11	-0.3	2	-2
39	Cc1[nH]c(SCC(=O)Nc2cc(C(N)=O)cc(C(N)=O)c2)nc1Cc1ccccc1	i	-1	0.4	-4	0
40	COc1ccc(CC(=O)NCc2cn3ccsc3n2)cc1	i	-2	-0.3	-3	2

no.	LMPTP inh	DNMT1 inh	MLLE-PAM2 inh	CSN inh	SUMO1-SIM PPI
31	-0.6	-3	2	-9	-3
32	2.2	-9	2	4	-11
33	-0.1	-2	3	0	5
34	-0.9	4	4	1	-9
35	4.2	-4	11	2	-4
36	-0.1	-3	9	-6	1
37	-3.3	2	4	-8	15
38	0.8	2	16	-2	-1
39	-0.8	4	-114	-1	13
40	-1.4	-2	6	-4	-2

# A draw from above in order of formula weight, highest first.
no.	structure	Rpn11 inh	NadD inh	TbMetRS inhib	Scp1 inh	STEP inh
32	O=C(Oc1cccc([N+](=O)[O-])c1)c1cc(-c2ccccc2)nc2ccccc12	i	6	0.1	2	3
34	CCn1ncc(Br)c1C(=O)Nc1cc([N+](=O)[O-])ccc1C	i	-11	0.4	-10	4
36	O=C1c2ccccc2C(=O)N1Cc1cc(-c2ccc(Cl)cc2)no1	i	0	-0.7	-2	-3
35	Cc1ccc(Sc2c(C=O)c3ccccc3n2C)cc1	i	6	0.0	-11	2
37	CC(C)(CO)NCC(O)COc1ccc2c(c1)CCC2 (centres undefined)	i	-4	-0.2	-2	2
31	COc1ccc(OC)c(NC(=O)C2CCCC2)c1	i	-3	-0.7	-4	2

no.	LMPTP inh	DNMT1 inh	MLLE-PAM2 inh	CSN inh	SUMO1-SIM PPI
32	2.2	-9	2	4	-11
34	-0.9	4	4	1	-9
36	-0.1	-3	9	-6	1
35	4.2	-4	11	2	-4
37	-3.3	2	4	-8	15
31	-0.6	-3	2	-9	-3

# Further results follow.
no.	structure	Rpn11 inh	NadD inh	TbMetRS inhib	Scp1 inh	STEP inh
41	Cc1cc(-c2onc(C)c2C(=O)Oc2ccc(Cl)cc2)no1	i	-10	0.1	-16	-1
42	O=C(NC1CCCC1)N[C@@H]1CC[C@@H](CC(=O)N2CCOCC2)O[C@@H]1CO	x	x	-0.5	x	x
43	C[C@H](CO)N1C[C@H](C)[C@@H](CN(C)S(=O)(=O)c2ccc(F)cc2)Oc2ccc(NC(=O)NC3CCCCC3)cc2C1=O	i	6	-0.7	36	0
44	O=C(c1ccc(Br)o1)N1CCN(C/C=C/c2ccccc2)CC1	i	2	-0.8	-1	0
45	Nc1nnc(SCc2ccccc2F)s1	i	2	0.4	-4	4
46	O=C(COC(=O)c1ccccc1NCCO)Nc1cccc(S(=O)(=O)NC2=NCCCCC2)c1	i	-2	-0.3	58*	-1
47	O=C(OCc1cc(=O)n2ccsc2n1)c1ccc(OC(F)F)cc1	i	1	-0.1	-1	2
48	Cc1cccc(N2C(=O)CC(N3CCC(c4nc5ccccc5[nH]4)CC3)C2=O)c1 (centres undefined)	i	7	1.8	-3	-1
49	Cc1ccc(C)c(SCC(=O)OCC(=O)NCc2ccccc2)c1	i	-5	-0.3	-7	-1
50	Cc1sc2ncnc(N3CCC(C(=O)N(C)CC(=O)Nc4ccccc4Br)CC3)c2c1C	i	5	-0.1	-13	0
51	CC1=C(C)CC(C(=O)c2ccccc2)C(C(=O)O)C1 (centres undefined)	i	5	-0.5	-3	2

no.	LMPTP inh	DNMT1 inh	MLLE-PAM2 inh	CSN inh	SUMO1-SIM PPI
41	2.8	0	-4	-8	-6
42	-0.7	x	x	-1	4
43	-0.2	0	-4	7	1
44	-1.1	1	6	-3	-1
45	-0.7	-4	-99	-3	-4
46	1.6	5	-14	-6	4
47	0.5	0	-8	-1	0
48	0.2	-2	6	0	2
49	0.5	-2	7	11	0
50	-8.7	-15	9	-1	-77
51	-1.1	3	-4	4	1
